Screening results as filed in PubChem BioAssay.
TcdB inh = TcdB glycohydrolase inhibitors, primary screen, biochemical, single point, plate reader. Toxin B (Clostridioides difficile), P18177. TcdB glycohydrolase enzymatic assay. inhibition, % at 9.99 µM. 350,000 compounds, 0.24% hits. AID 652162, 2013; in the data active = inhibition above about 10%
* marks the source's active call; other numbers are inactive results; & = joins results of further samples. A portion of the library (hit frequency here may not be typical).

Results for COc1ccc(NC(=O)N2CCC3(CC2)CN(C(C)=O)[C@H](CO)c2[nH]c4cc(OC)ccc4c23)cc1 ?
TcdB inh: 0.8

What do the screens show for `COc1ccc(S(=O)(=O)N(C)C[C@H]2OCCCC[C@H](C)Oc3ccc(NC(=O)NC4CCCCC4)cc3C(=O)N([C@H](C)CO)C[C@@H]2C)cc1`?
TcdB inh: 0.8

Results for C[C@H](NC(=O)C[C@@H]1CC[C@H]2[C@@H](COc3ccc(NS(=O)(=O)c4ccc(Cl)cc4)cc3C(=O)N2C)O1)c1ccccc1 ?
TcdB inh: -0.9

What do the screens show for `O=C(C[C@@H]1C=C[C@@H](NS(=O)(=O)c2ccc(F)cc2)[C@H](CO)O1)N1CCN(c2ccccc2)CC1`?
TcdB inh: -0.5

How did CN1CCN(C(=O)C[C@@H]2CC[C@@H]3[C@H](COC[C@H](O)CN3C(=O)c3ccccc3F)O2)CC1 do in these assays?
TcdB inh: 0.7

Results for Cc1ccc(S(=O)(=O)N(C)C[C@@H]2Oc3c(NS(=O)(=O)c4cccs4)cccc3C(=O)N([C@H](C)CO)C[C@H]2C)cc1 ?
TcdB inh: -0.1

Results for COc1ccccc1S(=O)(=O)N[C@H]1CC[C@@H](CC(=O)N2CCN(C)CC2)O[C@@H]1CO ?
TcdB inh: -0.1

Results for C[C@@H]1CN([C@@H](C)CO)C(=O)c2cc(NC(=O)Cc3cn(C)c4ccccc34)ccc2O[C@H]1CN(C)C(=O)Nc1ccccc1 ?
TcdB inh: -1.2

Results for C[C@H]1CN([C@@H](C)CO)C(=O)c2cccc(NC(=O)Nc3ccccc3)c2O[C@@H]1CN(C)CC1CC1 ?
TcdB inh: 0.7

Results for O=C(C[C@@H]1C=C[C@H](NC(=O)c2ccc3c(c2)OCO3)[C@@H](CO)O1)NCc1ccc(Cl)cc1 ?
TcdB inh: 1.0

How did C[C@@H]1CN([C@@H](C)CO)C(=O)c2cc(N(C)C)ccc2O[C@H]1CN(C)C(=O)Nc1ccc2c(c1)OCO2 do in these assays?
TcdB inh: -1.2

What do the screens show for `Cc1ccc(S(=O)(=O)Nc2cccc3c2O[C@@H](CN(C)C(=O)Nc2c(C)noc2C)[C@H](C)CN([C@@H](C)CO)C3=O)cc1`?
TcdB inh: -11

Results for CCCC#Cc1cnc2c(c1)C(=O)N([C@@H](C)CO)C[C@@H](C)[C@H](CN(C)S(=O)(=O)c1cccc(OC)c1)O2 ?
TcdB inh: 1.2

How did COCC(=O)Nc1ccc2c(c1)[C@H]1C[C@@H](CC(=O)N3CCOCC3)O[C@@H](CO)[C@H]1O2 do in these assays?
TcdB inh: -1.3

What do the screens show for `CO[C@@H]1CN(C)C(=O)c2ccc(NC(=O)C3CC3)cc2OC[C@H](C)N(C(=O)c2ccccc2)C[C@@H]1C`?
TcdB inh: 0.8

What do the screens show for `CCS(=O)(=O)NCC[C@H]1CC[C@H](NC(=O)C2CCC2)[C@@H](CO)O1`?
TcdB inh: 0.6

What do the screens show for `CS(=O)(=O)Nc1ccc2c(c1)[C@H]1C[C@@H](CC(=O)NC3CCCCC3)O[C@H](CO)[C@H]1O2`?
TcdB inh: -3.3

Results for CCCNC(=O)[C@H]1[C@H](CO)[C@H]2Cn3c(cccc3=O)[C@@H]1N2S(=O)(=O)c1ccccc1C ?
TcdB inh: 0.3

What do the screens show for `CNC[C@@H]1Oc2c(NC(=O)c3nc4ccccc4s3)cccc2C(=O)N([C@@H](C)CO)C[C@@H]1C`?
TcdB inh: -0.7

How did N#C[C@@H]1[C@@H](c2ccccc2-c2cccc(F)c2)[C@H](CO)N1C(=O)C1CCCC1 do in these assays?
TcdB inh: 0.2

Quoted from the listing for reference:
Results for COc1ccc(NC(=O)N2CCC3(CC2)CN(C(C)=O)[C@H](CO)c2[nH]c4cc(OC)ccc4c23)cc1 ?
TcdB inh: 0.8

What do the screens show for `COc1ccc(S(=O)(=O)N(C)C[C@H]2OCCCC[C@H](C)Oc3ccc(NC(=O)NC4CCCCC4)cc3C(=O)N([C@H](C)CO)C[C@@H]2C)cc1`?
TcdB inh: 0.8

Results for C[C@H](NC(=O)C[C@@H]1CC[C@H]2[C@@H](COc3ccc(NS(=O)(=O)c4ccc(Cl)cc4)cc3C(=O)N2C)O1)c1ccccc1 ?
TcdB inh: -0.9

What do the screens show for `O=C(C[C@@H]1C=C[C@@H](NS(=O)(=O)c2ccc(F)cc2)[C@H](CO)O1)N1CCN(c2ccccc2)CC1`?
TcdB inh: -0.5

How did CN1CCN(C(=O)C[C@@H]2CC[C@@H]3[C@H](COC[C@H](O)CN3C(=O)c3ccccc3F)O2)CC1 do in these assays?
TcdB inh: 0.7

Results for Cc1ccc(S(=O)(=O)N(C)C[C@@H]2Oc3c(NS(=O)(=O)c4cccs4)cccc3C(=O)N([C@H](C)CO)C[C@H]2C)cc1 ?
TcdB inh: -0.1

Results for COc1ccccc1S(=O)(=O)N[C@H]1CC[C@@H](CC(=O)N2CCN(C)CC2)O[C@@H]1CO ?
TcdB inh: -0.1

Results for C[C@@H]1CN([C@@H](C)CO)C(=O)c2cc(NC(=O)Cc3cn(C)c4ccccc34)ccc2O[C@H]1CN(C)C(=O)Nc1ccccc1 ?
TcdB inh: -1.2

Results for C[C@H]1CN([C@@H](C)CO)C(=O)c2cccc(NC(=O)Nc3ccccc3)c2O[C@@H]1CN(C)CC1CC1 ?
TcdB inh: 0.7

Carrying on.
What do the screens show for `COc1ccc(NC(=O)N(C)C[C@@H]2Oc3c(NC(=O)C4CCCCC4)cccc3C(=O)N([C@@H](C)CO)C[C@H]2C)cc1`?
TcdB inh: -0.2

What do the screens show for `C[C@@H]1CCCCO[C@@H](CN(C)Cc2ccc(C(=O)O)cc2)[C@@H](C)CN([C@@H](C)CO)C(=O)c2cc(NC(=O)CCC(F)(F)F)ccc2O1`?
TcdB inh: -0.7

What do the screens show for `O=C(C[C@@H]1C[C@@H]2c3cc(NC(=O)C4CCOCC4)ccc3O[C@@H]2[C@@H](CO)O1)NCc1ccc(Oc2ccccc2)cc1`?
TcdB inh: -0.6

Results for COCC(=O)N(C)C[C@H]1Oc2ncc(C#Cc3cccnc3)cc2C(=O)N([C@@H](C)CO)C[C@H]1C ?
TcdB inh: -1.1

How did CCCN1[C@@H]2c3ccc(C4=CCCC4)c(=O)n3C[C@H]1[C@H](CO)[C@H]2C(=O)N(C)C do in these assays?
TcdB inh: 0.4

What do the screens show for `N#C[C@H]1[C@@H](c2ccc(C3=CCCC3)cc2)[C@@H](CO)N1C(=O)NC1CCCC1`?
TcdB inh: -0.1

Results for CC(C)NC(=O)Nc1ccc2c(c1)CC(=O)N([C@H](C)CO)C[C@@H](C)[C@H](CN(C)C(=O)Nc1cccc3ccccc13)O2 ?
TcdB inh: 2.4

What do the screens show for `COc1ccc(NC(=O)Nc2ccc3c(c2)C(=O)N([C@H](C)CO)C[C@H](C)[C@@H](CN(C)CC2CCCCC2)OCCCC[C@@H](C)O3)cc1`?
TcdB inh: 0.2

How did COc1ccc(NC(=O)N[C@H]2CC[C@@H](CCNC(=O)CN3CCOCC3)O[C@H]2CO)cc1 do in these assays?
TcdB inh: -0.2

Results for COc1ccc(S(=O)(=O)N2C[C@H](O)COC[C@@H]3O[C@@H](CC(=O)N[C@H]4CCN(Cc5ccccc5)C4)CC[C@H]32)cc1 ?
TcdB inh: -0.2

Results for O=C(Cc1ccccc1)N1C[C@H]2[C@@H](c3ccccc31)[C@@H](CO)N2C(=O)C1CC1 ?
TcdB inh: -0.2

How did CS(=O)(=O)Nc1ccc2c(c1)[C@H]1C[C@@H](CC(=O)NCCN3CCCCC3)O[C@H](CO)[C@H]1O2 do in these assays?
TcdB inh: -1.2

Results for COCC#Cc1cnc2c(c1)C(=O)N([C@@H](C)CO)C[C@H](C)[C@@H](CN(C)C)O2 ?
TcdB inh: -1.9

What do the screens show for `Cn1cnc(S(=O)(=O)N2[C@@H]3CNC[C@H]2C3c2ccc(-c3cccnc3)cc2)c1` (stereo partly specified)?
TcdB inh: -0.2&-1.5

How did C[C@@H]1CN([C@H](C)CO)C(=O)c2cc(NC(=O)CCC(F)(F)F)ccc2O[C@@H](C)CCCCO[C@H]1CN(C)C(=O)Nc1ccccc1 do in these assays?
TcdB inh: 0.1

How did C[C@@H]1CN([C@@H](C)CO)C(=O)c2c(c3ccccc3n2C)-c2ccccc2CO[C@@H]1CN(C)Cc1ccc(O)cc1 do in these assays?
TcdB inh: 1.4

What do the screens show for `Cc1noc(C)c1S(=O)(=O)Nc1ccc2c(c1)C(=O)N([C@@H](C)CO)C[C@@H](C)[C@@H](CN(C)C(=O)NC1CCCCC1)O2`?
TcdB inh: -1.5

How did COc1ccc(S(=O)(=O)Nc2ccc3c(c2)[C@H]2C[C@H](CC(=O)NCC4CC4)O[C@H](CO)[C@H]2O3)cc1 do in these assays?
TcdB inh: -0.3

What do the screens show for `CC(C)NC(=O)N(C)C[C@H]1Oc2ccc(N(C)C)cc2C(=O)N([C@@H](C)CO)C[C@H]1C`?
TcdB inh: -6.6

Results for CCCC(=O)Nc1ccc2c(c1)C(=O)N(C)[C@H]1CC[C@H](CC(=O)N3CCCCC3)O[C@@H]1CO2 ?
TcdB inh: 0.7

What do the screens show for `CS(=O)(=O)N1[C@@H]2c3ccc(-c4ccc(F)cc4)c(=O)n3C[C@@H]2[C@@H](CO)[C@@H]1C(=O)O`?
TcdB inh: 0.1

What do the screens show for `COc1ccc(CN(C)C[C@H]2Oc3ccc(NC(=O)Nc4c(C)noc4C)cc3C(=O)N([C@H](C)CO)C[C@H]2C)cc1`?
TcdB inh: -0.7

What do the screens show for `C[C@@H]1CN([C@H](C)CO)C(=O)c2cc(NC(=O)C3CCCCC3)ccc2O[C@@H](C)CCCCO[C@@H]1CN(C)S(=O)(=O)c1ccc(F)cc1`?
TcdB inh: 0.1

Results for Cc1ccc(CN2CC(=O)N3[C@@H](CO)[C@H](c4ccc(-c5ccccc5F)cc4)[C@@H]3C2)cc1 ?
TcdB inh: -0.9

Results for C[C@H](CO)N1C[C@H](C)[C@H](CN(C)S(=O)(=O)c2cccs2)OCCCC[C@H](C)Oc2ccc(NC(=O)C3CCCCC3)cc2C1=O ?
TcdB inh: -0.1

Results for COC(=O)C[C@@H]1CC[C@H](NS(=O)(=O)c2ccc(OC)cc2)[C@H](CO)O1 ?
TcdB inh: 0.2

How did O=C(C[C@H]1CC[C@H]2[C@@H](COC[C@@H](O)CN2Cc2ccc3c(c2)OCO3)O1)Nc1ccccc1 do in these assays?
TcdB inh: 0.0

What do the screens show for `CC(C)C#Cc1cnc2c(c1)C(=O)N([C@H](C)CO)C[C@H](C)[C@@H](CN(C)Cc1ccccn1)O2`?
TcdB inh: 0.3

What do the screens show for `COc1ccc(S(=O)(=O)Nc2ccc3c(c2)CC(=O)N([C@H](C)CO)C[C@H](C)[C@@H](CN(C)Cc2ccc(C(F)(F)F)cc2)O3)cc1`?
TcdB inh: -0.6

What do the screens show for `O=C(Nc1ccc2c(c1)[C@@H]1C[C@H](CC(=O)N3CCCCC3)O[C@@H](CO)[C@@H]1O2)C1CCC1`?
TcdB inh: -0.1

Results for CCC(=O)N(C)C[C@H]1Oc2ncc(C#Cc3ccc(OC)cc3)cc2C(=O)N([C@@H](C)CO)C[C@@H]1C ?
TcdB inh: -1.0

Results for C[C@H]1CN([C@@H](C)CO)C(=O)Cc2cc(NC(=O)Nc3ccc(F)cc3)ccc2O[C@H]1CN(C)C(=O)Nc1ccc(F)cc1 ?
TcdB inh: 0.3

How did O=C(C[C@@H]1C[C@H]2c3cc(NC(=O)Nc4ccccc4F)ccc3O[C@H]2[C@H](CO)O1)NCC1CC1 do in these assays?
TcdB inh: -0.4

What do the screens show for `COc1ccc(CN(C)C[C@@H]2Oc3c(NS(=O)(=O)c4ccc(OC)cc4)cccc3C(=O)N([C@H](C)CO)C[C@@H]2C)cc1`?
TcdB inh: 1.4

What do the screens show for `CO[C@H]1CN(C)C(=O)c2cc(NC(=O)Nc3ccccc3)ccc2OC[C@H](C)N(C(=O)CN(C)C)C[C@H]1C`?
TcdB inh: 0.2

How did COc1ccc(C#Cc2ccc3c(c2)[C@H]2[C@H](CCN2C(=O)C2CCC2)[C@@H](CO)N3)cc1 do in these assays?
TcdB inh: -0.2

Results for CC(C)NC(=O)Nc1ccc2c(c1)C(=O)N([C@H](C)CO)C[C@H](C)[C@@H](CN(C)C(=O)c1ccccc1)OCCCC[C@@H](C)O2 ?
TcdB inh: -0.4

Results for C[C@@H]1CCCCO[C@H](CN(C)Cc2ccc(C(=O)O)cc2)[C@H](C)CN([C@H](C)CO)C(=O)c2cc(NC(=O)Nc3ccc4c(c3)OCO4)ccc2O1 ?
TcdB inh: -1.4

What do the screens show for `C[C@@H]1CN([C@H](C)CO)C(=O)c2cc(C#CCN(C)C)cnc2O[C@H]1CN(C)C(=O)Cc1ccncc1`?
TcdB inh: -1.1

What do the screens show for `COc1ccccc1NC(=O)N1CC[C@@H]2[C@H]1c1cc(-c3ccc(F)cc3)ccc1N(C)[C@H]2CO`?
TcdB inh: 0.2

How did COc1ccccc1S(=O)(=O)N(C)C[C@@H]1Oc2ncc(-c3ccc(C)cc3)cc2C(=O)N([C@@H](C)CO)C[C@@H]1C do in these assays?
TcdB inh: 0.1

Results for C[C@@H]1CN([C@@H](C)CO)S(=O)(=O)c2ccc(C#CCN(C)C)cc2O[C@H]1CN(C)Cc1ccccc1F ?
TcdB inh: 0.9

Results for C[C@@H]1CN([C@H](C)CO)C(=O)c2cc(NC(=O)Nc3ccc(F)cc3)ccc2O[C@@H]1CN(C)C(=O)Nc1ccccc1 ?
TcdB inh: 0.8

How did C[C@H]1CN([C@@H](C)CO)C(=O)c2cccc(NC(=O)c3cnccn3)c2O[C@H]1CN(C)CC1CCCCC1 do in these assays?
TcdB inh: 0.7

How did C[C@@H]1CN([C@H](C)CO)C(=O)c2cc(NC(=O)C3CCCCC3)ccc2O[C@@H](C)CCCCO[C@H]1CN(C)S(=O)(=O)c1cccs1 do in these assays?
TcdB inh: -0.5

How did C[C@@H]1CN([C@H](C)CO)C(=O)c2cc(C#Cc3cccnc3)cnc2O[C@H]1CN(C)S(=O)(=O)c1ccccc1F do in these assays?
TcdB inh: 0.6

What do the screens show for `C[C@H](O)C#Cc1ccc([C@@H]2[C@H](CO)N3CCCCN(S(=O)(=O)Cc4ccccc4)C[C@@H]23)cc1`?
TcdB inh: 0.0
